# Screening results deposited in PubChem BioAssay by National Center for Advancing Translational Sciences (NCATS).
# mIDH1 inhibitor – blocks human mutant IDH1 R132H enzyme; O75874; IDH1-R132H enzyme, NADPH consumption, diaphorase/resazurin fluorescence; Potency, µM (series often up to 76.6 µM), inactives show top-dose activity change, negative = inhibition, actives largely listed as inhibitors; 0.093% of 390,000 active; AID 602179; also: potency is read from the fitted curve at half-maximal effect; % is scaled to controls: 0 for no effect and ±100 for the full control effect; nearly all actives have a fitted effect of over 65% in size
# Target sequence (O75874 whole entry R132H, stated change not applied): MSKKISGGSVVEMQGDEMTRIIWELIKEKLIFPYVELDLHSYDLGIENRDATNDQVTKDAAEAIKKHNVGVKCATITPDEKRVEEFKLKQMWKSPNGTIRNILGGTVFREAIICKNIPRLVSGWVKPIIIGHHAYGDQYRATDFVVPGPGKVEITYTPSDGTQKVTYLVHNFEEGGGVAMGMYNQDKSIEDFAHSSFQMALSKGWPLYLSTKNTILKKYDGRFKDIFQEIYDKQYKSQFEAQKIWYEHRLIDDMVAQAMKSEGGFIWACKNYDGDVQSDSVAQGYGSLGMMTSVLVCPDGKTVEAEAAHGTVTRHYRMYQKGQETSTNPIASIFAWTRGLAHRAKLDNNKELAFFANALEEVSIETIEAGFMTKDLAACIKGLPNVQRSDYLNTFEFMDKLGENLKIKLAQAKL
#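 IDH1-R132H (0.5 ug/mL) preincubated 30 min with compound, then NADPH (0.016 mM) and alpha-KG (2 mM) added; 80 min at RT, pH 7.5. Remaining NADPH coupled via diaphorase/resazurin to fluorescence (540/590 nm); concentration-response curves normalized to no-enzyme control.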
# Vif-A3G inh – Vif-A3G binding inhibition; Q9HC16; HeLa A3G-eYFP + Vif (tagged APOBEC3G with the HIV-1 protein that degrades it), YFP fluorescence, overnight; Potency, µM (top dose mostly 46.1 µM), without a hit: at the top dose activity, negative = active, hits mostly inhibitors; 0.076% of 410,000 active;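 also: potency is read from the fitted curve at half-maximal effect; % is scaled to controls: 0 for no effect and ±100 for the full control effect; nearly all actives have a fitted effect of over 60% in size; hits raise eYFP signal because A3G escapes Vif-driven loss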
# Target sequence (Q9HC16 whole entry, looked up): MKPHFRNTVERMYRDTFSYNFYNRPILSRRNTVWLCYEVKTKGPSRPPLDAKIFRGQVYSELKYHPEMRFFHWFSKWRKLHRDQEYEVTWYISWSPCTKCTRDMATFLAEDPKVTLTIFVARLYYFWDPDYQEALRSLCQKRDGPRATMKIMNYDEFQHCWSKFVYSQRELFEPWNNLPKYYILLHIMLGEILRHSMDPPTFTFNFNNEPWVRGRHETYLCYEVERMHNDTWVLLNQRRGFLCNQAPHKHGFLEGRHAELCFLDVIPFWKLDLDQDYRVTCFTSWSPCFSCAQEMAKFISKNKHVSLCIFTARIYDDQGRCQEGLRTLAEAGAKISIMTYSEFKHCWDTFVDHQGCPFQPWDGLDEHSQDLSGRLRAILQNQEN
#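 HeLa cells stably expressing Vif and C-terminally eYFP-tagged A3G, seeded overnight at 37 deg C, then exposed to compound by pintool overnight at 37 deg C. Rise in yellow fluorescence (Ex 488/Em 500-530, Acumen) marks blocked Vif-driven A3G degradation.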
# RGS4 inh – human RGS4 inhibition. P49798. Transcreener GDP fluorescence polarization, RGS4-accelerated GTP hydrolysis. Potency, µM (highest dose often 114 µM), without a hit: at the highest dose activity change, negative = inhibition, hits mostly inhibitors. 0.039% of 390,000 active. AID 504845; also: potency is read from the fitted curve at half-maximal effect; % is scaled to controls: 0 for no effect and ±100 for the full control effect; nearly all actives have a fitted effect of over 75% in size; some results filed as inactive show a strong effect at the top dose
# Target sequence (P49798 whole entry, looked up): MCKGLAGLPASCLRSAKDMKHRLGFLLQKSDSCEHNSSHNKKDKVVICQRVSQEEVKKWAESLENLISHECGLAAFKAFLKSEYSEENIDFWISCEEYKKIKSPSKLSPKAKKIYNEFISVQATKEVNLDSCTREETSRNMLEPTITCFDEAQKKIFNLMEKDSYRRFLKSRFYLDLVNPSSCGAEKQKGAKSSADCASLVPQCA
#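 MLSMR compounds (23 nl, pin-transferred) preincubated 10 min at room temperature with a 500nM (2x) first reagent, then RGS4 at 900nM (2x) plus Transcreener GDP mix added; fluorescence polarization (620/688 nm) read before and after 90 min at 30 °C.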
# USP1 inh – USP1/UAF1 (human) deubiquitinase inhibition | O94782 | recombinant USP1/UAF1, Ub-Rhodamine cleavage fluorescence | Potency, µM (series often up to 57.1 µM), inactives show at the highest dose activity change, negative = inhibition, most hits filed as inhibitors | 0.23% of 390,000 active | AID 743255; also: potency is read from the fitted curve at half-maximal effect; % is scaled to controls: 0 for no effect and ±100 for the full control effect; nearly all actives have a fitted effect of over 60% in size; inactives centre near -12
#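 USP1/UAF1 complex (1 nM) preincubated 15 min at room temperature with compound, then Ub-Rho substrate (150 nM final) added. Kinetic fluorescence at 480/540 nm over 6 reads at 60 s intervals; 50 mM HEPES pH 7.8, 0.5 mM EDTA, 0.1 mg/ml BSA, 1 mM TCEP, 0.01% Tween-20.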
# Glioma ERSR ind – induces the endoplasmic reticulum stress response in human glioma cells; U87-MG GRP78 promoter luciferase reporter, 16 h; Potency, µM, for inactives: at the highest dose activation, hits mostly activators; 0.02% of 420,000 active; AID 602332; also: potency is read from the fitted curve at half-maximal effect; series mostly up to about 76 µM; % of control where 0% means no effect; nearly all actives have a fitted effect of over 35% in size
#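 Stably transfected U87-MG human glioma cells carrying a GRP78-based luminescent sensor were seeded at 1000 cells/well, pin-dosed with compounds and incubated 16 h. Luciferase reagent was then added, and end-point luminescence was read after 10 min at room temperature.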
# Vif-APOBEC3F blk – inhibitors of Vif-A3F interaction; 0.2% of 390,000 active; AID 602313; Potency, µM (doses to about 46.1 µM), for the others: top-dose activity, negative = active; HeLa A3F-eYFP + Vif (tagged APOBEC3F with the HIV-1 protein that degrades it), YFP fluorescence increase; also: potency is read from the fitted curve at half-maximal effect; % of control where 0% means no effect; nearly all actives have a fitted effect of over 65% in size
#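 Fluorescence increase (Ex 488/Em 500-530) after overnight compound treatment at 37 deg C flags inhibition of Vif-driven A3F-eYFP loss in stable HeLa A3F-eYFP/Vif cells seeded overnight beforehand.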
# TrxR1 inh – blocks rat thioredoxin reductase 1 | Potency, µM (series often up to 114 µM), for inactives: at the highest dose activity change, negative = inhibition, usual class: inhibitors | 1% of 390,000 active | recombinant rTrxR1, NADPH fluorescence consumption, selenite substrate; also: potency is read from the fitted curve at half-maximal effect; % is scaled to controls: 0 for no effect and ±100 for the full control effect; nearly all actives have a fitted effect of over 65% in size
#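 Rat TrxR1 (90 nM in the dispensed reagent) was pre-reduced with 400 uM NADPH for 5 min at room temperature, then incubated with compound for 15 min. After 400 uM selenite was added, NADPH fluorescence (Ex 340/Em 450 nm) was followed for 8 min.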
# TrxR1 substrate – is turned over as a substrate by rat TrxR1. O89049. purified TrxR1 substrate turnover, NADPH consumption readout. Potency, µM (titrated, usually from 114 µM), without a hit: top-dose activity change, negative = substrate turnover. 0.01% of 390,000 active. AID 588456; also: potency is read from the fitted curve at half-maximal effect; % is scaled to controls: 0 for no effect and ±100 for the full control effect; nearly all actives have a fitted effect of over 50% in size
#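 Rat TrxR1, dispensed at 90 nM, was prereduced with 400 uM NADPH (final) for 5 min at ~22 deg C, then incubated with compound 15 min before 400 uM selenite. A first-read NADPH fluorescence drop versus no-compound background flagged substrates.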
# LDHA inh – LDHA (human) enzyme inhibition. P00338. purified LDHA, NADH/diaphorase-resazurin fluorescence; active compounds read low. activity change, % (values are at about 110 or 230 µM). 0.15% of 480,000 active. AID 1347041; in the data active = activity change below about -30%; inconclusive = mostly about -25% to -30%;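 also: plate controls were DMSO wells for no effect and wells without enzyme for full effect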
#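 Enzyme activity of human lactate dehydrogenase 5 (2 nM; 0.06 mM NADH, 0.2 mM pyruvate, 5 min, RT) is measured via a resazurin/diaphorase fluorescence readout of residual NADH.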
# * marks the source's active call; other numbers are inactive results; ? = inconclusive; & = joins results of further samples; [ ] = another dose, or the depositor's remark. Unless noted, calls follow the shape of the dose curve; as a rule, active = well fitted curve in the direction sought with a large enough effect; inconclusive = small, poorly fitted or top-dose-only effect, or another doubt; inactive = no such curve, though single readings can be large; an effect the other way counts as inactive or inconclusive.
SMILES,mIDH1 inhibitor,Vif-A3G inh,RGS4 inh,USP1 inh,Glioma ERSR ind,Vif-APOBEC3F blk,TrxR1 inh,TrxR1 substrate,LDHA inh
O=C(NC1CCCC1)C(c1ccc(N2CCOCC2)cc1)N(Cc1ccccc1)C(=O)c1ccco1 (stereo not given),2%,-1%,-8%,-18%,-2%,1%,-1%,-5%,-7
CCOC(=O)c1sc2nc(CC(C)C)c3c(c2c1N)CCC3,-4%,1%,18%,0%,-1%,-25%,12%,54%[activator],0
Cc1nc(SCC#N)c2c(C)c(C)sc2n1,1%,2%,3%,-2%,-5%,-16%,2%[57.1 µM],9%[57.1 µM],0
Cc1ccc2nc(NS(=O)(=O)c3cn(C)nc3C)sc2c1,19%,1%,0%,-13%,-7%,-1%,-1%,-4%,-11
COc1ccc2cc(C(=O)c3ccccc3)c(=O)oc2c1,0%,-3%,-5%,-2%,4%,-1%,-3%,-5%,7&0
Cc1ccc(C(=O)NCC(=O)NCCCc2ccccc2)s1,0%,4%,-1%,?,-1%,-2%,11%,3%,-12
CCOc1ccc(C(=O)Nc2nnc(C3=COCCO3)o2)cc1,2%,0%,11%,-3%,8%,-5%,-7%,0%[57.1 µM],3
O=C(CNC(=O)c1ccco1)N/N=C/c1ccc(C(=O)O)cc1,3%,9%,4%,-15%,-4%,2%,0%,1%,-7
CCCCn1c(N)c(N(CCOC)C(=O)c2cc(-c3ccccc3Cl)nc3ccccc23)c(=O)[nH]c1=O,-6%,0%,13%,-1%,-1%,-10%,4%,-4%,-6
CN1/C(=C/C(=O)CSc2ccccc2C(=O)O)C(C)(C)c2ccccc21,-5%,-10%,-13%,-4%,2%,-4%,-9%,0%,-8
CCn1c(CNC(=O)c2ccco2)nnc1SCC(=O)Nc1ccccc1Cl,1%,-5%,-3%,-5%,-4%,-12%,-8%,-3%,-4
CSCCC(NC(=O)c1cccc(C)c1)C(=O)OCN1C(=O)c2ccccc2C1=O (stereo not given),-1%,-1%,9%,-3%,-3%,10%,0%,-6%,-11
CNC1=CC(=O)CC(c2ccccc2)C1 (stereo not given),-8%,-4%,17%,5%,0%,-1%,6%,-7%,1
Cc1cccc(N2CCN(CCCNC(=O)C3CCCN(c4ncnc5c4nc4n5CCCCC4)C3)CC2C)c1 (stereo not given),-15%,5%,7%,-7%,-3%,-2%,18%,2%,-1
CN1CCN(C(=S)NC(CC(=O)c2ccccc2)c2ccccc2)CC1 (stereo not given),5%,-3%,-13%,-12%,0%,3%,19%[11.4 µM],-20%[11.4 µM],-4
CCOc1ccccc1-n1nnc(-c2nc(-c3ccccc3)no2)c1N,-3%,0%,27%,?,5%,-2%,24%,3%,-7
COc1ccc2c(c1)c(=O)oc1cc(OCC(=O)N3CCc4ccccc4C3)ccc12,1%,2%,15%,-8%,-1%,-8%,-29%,46%[activator],7
O=C(O)c1ccccc1/C=N/Nc1ccc(S(=O)(=O)Nc2ccc(Cl)cc2)cc1[N+](=O)[O-],?,4%,29%,-18%,1%,5%,-3%,-5%,-10
COc1ccc(CCCc2nnc(SCC(=O)Nc3cccc(C)c3)o2)cc1,26%&11%,5%&0%,23%&-9%,-18%&-2%,-5%&-2%,-9%&0%,15%&16%,-5%&-1%,-5&-4&-7
O=C(NCc1ccccc1)C(Cc1ccccc1)NS(=O)(=O)c1cccc2nsnc12 (stereo not given),1%,1%,6%,-5%,-3%,7%,-2%,8%[57.1 µM],2

# One compound at a time, as listed above.
# Results for `CCn1c(CNC(=O)c2ccco2)nnc1SCC(=O)Nc1ccccc1Cl` : mIDH1 inhibitor = 1%; Vif-A3G inh = -5%; RGS4 inh = -3%; USP1 inh = -5%; Glioma ERSR ind = -4%; Vif-APOBEC3F blk = -12%; TrxR1 inh = -8%; TrxR1 substrate = -3%; LDHA inh = -4
# Results for `CCOc1ccccc1-n1nnc(-c2nc(-c3ccccc3)no2)c1N` : mIDH1 inhibitor = -3%; Vif-A3G inh = 0%; RGS4 inh = 27%; USP1 inh = ?; Glioma ERSR ind = 5%; Vif-APOBEC3F blk = -2%; TrxR1 inh = 24%; TrxR1 substrate = 3%; LDHA inh = -7

# Next section:
SMILES,mIDH1 inhibitor,Vif-A3G inh,RGS4 inh,USP1 inh,Glioma ERSR ind,Vif-APOBEC3F blk,TrxR1 inh,TrxR1 substrate,LDHA inh
Cc1cc(C)c(C(=O)N2CCCC(C(=O)c3cc(F)ccc3F)C2)o1 (stereo not given),4%,0%,-4%,-11%,-1%,0%,1%,1%,0
CCOc1cc(S(=O)(=O)N2CCCC2)c(C)cc1C,-18%,1%,5%,-1%,1%,0%,3%,-1%,-6
Cc1cc(C)c(C)c(S(=O)(=O)N2CCC(C(=O)NCc3ccco3)CC2)c1C,2%,0%,-18%,-17%,-2%,5%,15%,-2%,-1
O=C(O)CCC(=O)OCCN(Cc1ccc(Oc2ccc([N+](=O)[O-])cc2)cc1)C(=O)C(Cl)Cl,3%,1%,-45%,-17%,-2%,-1%,-8%[11.4 µM],-8%[57.1 µM],0
CC1(C)CC(=O)C(C(C2=C(O)CC(C)(C)CC2=O)c2ccc(Cl)c([N+](=O)[O-])c2)C(=O)C1 (stereo not given),21%,-1%,22%,-9%,1%,1%,2%[57.1 µM],9%[57.1 µM],-8
Cc1cccc(N2CCN(C(=S)Nc3ccc4nc(N5CCOCC5)cc(C)c4c3)CC2C)c1 (stereo not given),0%,3%,-8%[11.4 µM],-25%,-2%,2%,6%,22%,1
CC1(C)C(=O)N(CC(=O)Nc2cccc(F)c2)c2ccc(S(=O)(=O)N3CCCCC3)cc21,-4%,-1%,-19%,?,1%,2%,14%[57.1 µM],-2%[57.1 µM],-1
CCOC(=O)CSc1nnc(NC(=O)c2cc([N+](=O)[O-])cc([N+](=O)[O-])c2)s1,1%,-1%,-1%,-16%,-4%,1%,-15%,-19%,3
Cc1ccc(C(=O)OCN2C(=O)c3ccccc3C2=O)cc1S(=O)(=O)N1CCOCC1,4%,4%,-43%,-13%,-3%,-2%,14%,3%,-3
CCOC(=O)C1(Cc2ccccc2)CCCN(C(=O)c2ccc(-n3ccnc3)cc2)C1 (stereo not given),4%,1%,8%,-19%,5%,?,-3%,-5%,-6
Cc1ccc(CNC(=O)CCC(=O)N2CC(C)Sc3ccccc32)cc1 (stereo not given),6%&10%,1%&-4%,16%&-9%,-23%&-7%,-1%&-1%,2%&-10%,18%[57.1 µM],0%[57.1 µM],-3&-3
Cc1ccc(S(=O)(=O)CCC(=O)OCn2nnc3ccccc3c2=O)cc1,3%,-3%,8%,4%,0%,1%,-12%,8%[57.1 µM],-3
COC(C(=O)Nc1ccc(S(=O)(=O)Nc2ccc(C)c(C)c2)cc1)c1ccccc1 (stereo not given),-4%,-13%,-20%,-3%,-4%,3%,-3%,-9%,3
Cc1ccc(N(Cc2ccccc2)C(=O)Cc2ccc(S(=O)(=O)N3CCOCC3)s2)cc1,6%,1%,-7%,-18%,2%,-2%,5%,-7%,-2
O=C(NC(Cc1c[nH]c2ccccc12)c1nnc2n1CCCCC2)c1ccc(Cl)cc1 (stereo not given),-1%,-1%,-5%,-19%,-6%,-4%,-8%[57.1 µM],0%[57.1 µM],-1
Cc1nc(NS(=O)(=O)c2ccccc2)sc1NC(=O)OCCN(C)C,5%,-1%,-5%[11.4 µM],-13%,-6%,3%,-26%[57.1 µM],9%[57.1 µM],-6
O=C(CN1C(=O)NC2(CCCCCC2)C1=O)c1ccc(OC(F)F)cc1OC(F)F,11%,1%,-4%,-19%,-4%,-6%,22%,-2%,-6
CCCCN(C(=O)CSCC(=O)Nc1ccc(OC)cc1)c1c(N)n(CCC)c(=O)[nH]c1=O,6%,-1%,5%,2%,-4%,-6%,-4%,-7%,-10
O=C(COc1ccc(S(=O)(=O)N2CCOCC2)cc1)NC1CCCC1,1%,3%,7%,-5%,-3%,-1%,21%,11%,-10
O=C(CCC(=O)Nc1cccc([N+](=O)[O-])c1)NCc1ccccc1,-4%,1%,13%,-26%,-3%,-2%,10%,-2%,-5
CCOc1ccc2nc(SCC3CC3(Cl)Cl)[nH]c2c1 (stereo not given),4%,-18%,-7%,-9%,-2%,-16%,-10%[57.1 µM],0%[57.1 µM],-3
CCc1ccc(C2C(C#N)=C(N)OC3=C2C(=O)CCC3)s1 (stereo not given),5%,0%,-2%,-1%,-4%,-7%,?,-8%,2
N#CC1=C(N)Oc2cc(N)ccc2C1c1ccc(F)cc1 (stereo not given),-2%,?,-29%,-13%,-1%,-8%,-20%,-9%,-1
CCOc1ccc(NC(=O)COC(=O)c2ccc3c(c2)OCO3)cc1,0%,6%,26%,-11%,0%,-4%,15%,-2%,0
Cc1cc(C#N)c(C)n1-c1cc(C(F)(F)F)ccc1N1CCOCC1,2%,-13%,29%,-14%,-4%,-11%,-13%[57.1 µM],0%[57.1 µM],-7
CC(C)Sc1ncc(S(=O)(=O)c2ccccc2)c(=O)[nH]1,1%,-2%,1%,-4%,1%,2%,3%[57.1 µM],-2%[57.1 µM],-5

# The list is partial. The share of hits here may be higher or lower than overall.
